TDP1 cell CPT: qHTS for Inhibitors of human tyrosyl-DNA phosphodiesterase 1 (TDP1): qHTS in cells in presence of CPT | chicken DT40 Tdp1-/-;hTDP1 cells + 20 nM CPT, ATP luminescence, 48 h | Potency, µM (highest dose often 46.2 µM), for inactives: top-dose activity change, negative = growth inhibition, actives largely listed as inhibitors | 420,000 tested, 12% active; note: nearly all actives have a fitted effect of over 55% in size
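Chicken DT40 Tdp1-/- cells stably complemented with human TDP1 were seeded at 400 cells/well in medium containing 20 nM camptothecin, exposed to pin-transferred compounds, and grown at 37 °C for at least 48 hr. Viability was read as ATP luminescence.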
KAT2A inh: qHTS Assay for Inhibitors of GCN5L2; Potency, µM (top dose mostly 58.9 µM), for inactives: at the highest dose activity change, negative = inhibition, most hits filed as inhibitors; Histone acetyltransferase KAT2A (Homo sapiens), Q92830; 390,000 tested, 0.21% active; GCN5L2 HAT assay, ThioGlo1 CoA-SH fluorescence
Target sequence (Q92830 whole entry, looked up): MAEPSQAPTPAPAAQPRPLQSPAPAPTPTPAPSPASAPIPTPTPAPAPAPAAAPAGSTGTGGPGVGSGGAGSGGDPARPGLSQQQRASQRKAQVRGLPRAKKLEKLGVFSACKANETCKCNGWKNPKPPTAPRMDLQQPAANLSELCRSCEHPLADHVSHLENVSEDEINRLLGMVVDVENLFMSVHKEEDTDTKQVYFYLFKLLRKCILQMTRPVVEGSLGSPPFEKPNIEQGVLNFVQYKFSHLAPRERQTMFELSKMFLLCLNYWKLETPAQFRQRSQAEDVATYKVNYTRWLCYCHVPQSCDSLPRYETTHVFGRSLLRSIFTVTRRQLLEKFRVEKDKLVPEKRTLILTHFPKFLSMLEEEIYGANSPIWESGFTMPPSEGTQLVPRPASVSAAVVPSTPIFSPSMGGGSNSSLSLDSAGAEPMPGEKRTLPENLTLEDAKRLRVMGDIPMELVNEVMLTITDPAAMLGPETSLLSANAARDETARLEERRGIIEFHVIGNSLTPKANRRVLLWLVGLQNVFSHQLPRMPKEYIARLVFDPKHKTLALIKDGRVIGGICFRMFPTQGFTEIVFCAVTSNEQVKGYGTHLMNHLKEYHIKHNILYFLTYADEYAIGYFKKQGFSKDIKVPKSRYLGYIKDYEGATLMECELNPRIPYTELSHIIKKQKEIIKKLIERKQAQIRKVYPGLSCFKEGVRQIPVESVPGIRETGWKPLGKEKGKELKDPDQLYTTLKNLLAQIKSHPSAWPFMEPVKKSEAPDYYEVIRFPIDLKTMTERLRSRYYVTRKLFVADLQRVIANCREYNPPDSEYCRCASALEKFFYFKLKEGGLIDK
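Free CoA generated was detected with ThioGlo1 (50uM) fluorescence at Ex340nm/Em540nm, read immediately and after 20 min at room temperature. Enzyme, 20 nM in HEPES pH 7.5 buffer, saw compounds 15 min before adding 75uM H3(1-25) peptide and 70uM acetyl-CoA.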
TDP1 cell noCPT: qHTS for Inhibitors of human tyrosyl-DNA phosphodiesterase 1 (TDP1): qHTS in cells in absence of CPT | DT40 Tdp1-/- hTDP1 cells, no CPT, ATP luminescence, 48 h | Potency, µM (top dose mostly 46.2 µM), inactives show at the top dose activity change, negative = growth inhibition, hits mostly inhibitors | 420,000 tested, 15% active; note: nearly all actives have a fitted effect of over 55% in size
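Seeded 400 DT40-hTDP1 cells/well (vehicle DMSO, no 20 nM CPT); pinned compounds; ≥48 hr at 37 °C; CellTiter-Glo luminescence as viability measure.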
Starred values were filed as active, the others as inactive; ? = inconclusive; / = no result given. Calls come from the whole dose curve; as a rule, active = well fitted curve in the direction sought with a large enough effect; inconclusive = small, poorly fitted or top-dose-only effect, or another doubt; inactive = no such curve, though single readings can be large; an effect the other way counts as inactive or inconclusive. % is set by controls: 0 for no effect and ±100 for the full control effect; potency is the fitted concentration of half-maximal effect. Hits appear at their usual frequency (roughly 18% active in at least one column).

SMILES | TDP1 cell CPT | KAT2A inh | TDP1 cell noCPT
CN(C)S(=O)(=O)c1ccc(NC(=O)c2ccc3ncsc3c2)cc1 | -29.5% | 1.9% | -29.5%
Cc1cc(C)n2nc(C(=O)OCCOc3cccc(Br)c3)nc2n1 | ? | -3.5% | -19.3%
O=C(NCc1cccs1)c1ccc(CS(=O)Cc2ccccc2Cl)o1 (stereo unspecified) | -4.6% | 1.5% | -3.6%
COc1ccc(OC)c(NC(=O)CSc2nnc(Cc3cccn3C)n2-c2ccc(F)cc2)c1 | ? | 0.1% | -12.8%
COc1ccc(OCC(=O)Nc2cc(S(=O)(=O)N3CCCC3)ccc2OCC(F)(F)F)cc1 | -0.8% | -1.9% | -14.8%
Cc1cccc(Nc2nnc(SCC(=O)Nc3cccc(S(=O)(=O)N4CCCCC4)c3)s2)c1 | 23.1µM* | -10.7% | 23.1µM*
OC1=C(O)c2nc3cc(C(F)(F)F)ccc3nc21 | 0.7% | -12.3% | ?
O=C(c1cccc(C(F)(F)F)c1)C1CCCN(Cc2cccn2-c2ccccn2)C1 (stereo unspecified) | 14.6µM* | -7.6% | 14.6µM*
Cc1cc(C)cc(N(CCC#N)C(=O)COC(=O)C2CCN(c3ccc(C(F)(F)F)cn3)CC2)c1 | ? | -8.0% | ?
COc1cc(NC(=O)COc2ccc([N+](=O)[O-])cc2)ccc1NC(=O)c1ccco1 | -4.2% | / | -8.1%
CN(C)C(=S)NC1CCS(=O)(=O)C1 (stereo unspecified) | 3.0% | -8.8% | 3.5%
O=C(c1cccn(Cc2cccc(Cl)c2)c1=O)N1CCOCC1 | 9.6% | -10.3% | -11.4%
COc1ccc(Nc2nc(C)c(-c3ccccc3)s2)cc1 | ? | -24.5% | ?
O=c1c2cn(Cc3ccc(F)cc3)c3ccccc3c-2nn1Cc1ccc(F)cc1 | -0.8% | -19.3% | -1.9%
COc1ccc(-n2nnnc2SCC(=O)Nc2c(C)n[nH]c2C)cc1 | -0.9% | -5.2% | -12.7%
CCCCN1CC(COCc2ccccc2)Oc2cccc(Oc3ccc(F)cc3)c2S1(=O)=O (stereo unspecified) | ? | / | ?
O=C(NCc1cccs1)NC1CCCCC1 | 3.4% | -1.1% | 2.5%
O=C(NCCCc1ccccc1)c1cccs1 | -1.0% | 0.0% | 0.2%
N#Cc1ncc(Cc2ccccc2)nc1C#N | ? | -17.2% | ?
CCOCCCNC(=O)Cn1ncc2c(=O)oc3ccccc3c21 | -12.4% | 1.8% | -20.4%
CCCCCNc1nc2c(-c3ccccc3)nnn2c2ccccc12 | 0.4% | -5.0% | -26.2%
COc1ccc(N/C(N)=N/c2nc(C)cc(C)n2)cc1 | -21.0% | / | ?
COc1ccc(CCNC(=O)CCCn2c(=O)c3ccccc3n(Cc3ccc(C)cc3)c2=O)cc1OC | 23.1µM* | 0.4% | ?
Cc1cccc(C)c1NC(=O)C1C2C=CC(C2)C1C(=O)NCc1ccccn1 (stereo unspecified) | -0.3% | -5.9% | -2.8%
CC(C)CCNC(=O)COC(=O)c1cc(Br)c(Br)s1 | 2.1% | -2.1% | 8.3%
CN1C(=S)SC(C)(C)C1N(O)C(=O)Nc1ccc(Cl)cc1 (stereo unspecified) | ? | -0.9% | ?
CCCn1c(CCC(=O)O)ccc1-c1ccccc1 | ? | -3.9% | ?
CCCCNS(=O)(=O)c1ccc(OC)c(C)c1 | -0.2% | -1.6% | -1.9%
COc1cccc(/C=N/Nc2ncc(C)c(=O)[nH]2)c1OC | 7.0% | -4.2% | 8.2%
Cn1c(CN2CCCC2)nc2cc(NC(=O)c3ccc(Cl)cc3)ccc21 | ? | -0.8% | ?
COc1ccc(CC(=O)NC(C)C2COc3ccccc3O2)cc1OC (stereo unspecified) | -12.7% | -5.4% | -24.7%
C[C@@H]1O[C@@H](OC[C@H]2O[C@@H](Oc3c(-c4cccc(O)c4O)oc4cc(O)cc(O)c4c3=O)[C@H](O)[C@@H](O)[C@@H]2O)[C@H](O)[C@H](O)[C@H]1O | 3.3% | -24.8% | -5.3%
Cc1cc(OCc2nc3ccccc3s2)ccc1N | -5.0% | -19.9% | ?
CN(C)C(=O)c1cn(CCC#N)nc1-c1ccc2ccccc2c1 | 22.9% | -5.1% | -8.0%
CN(C)c1cccc(Oc2nc3c(c(=O)n(C)c(=O)n3C)n2C)c1 | -8.8% | -9.5% | -11.1%
O=S(=O)(Nc1ncccn1)c1ccc(NC(=S)NCc2ccco2)cc1 | 8.2% | -8.2% | 8.0%
CCN(CC)C(=O)CSc1nc(N)c(-c2ccccc2)c(=O)[nH]1 | 1.5% | -9.1% | -12.2%
CCCCCCSc1cc(-c2nc3cc(C)ccn3c2NC2CCCCC2)ccc1OC | ? | -13.2% | 16.4µM*
COc1cccc(OCC(O)CN2CCC(C)CC2)c1 (stereo unspecified) | -12.1% | -4.5% | -8.6%
O=[N+]([O-])c1ccccc1Oc1ccc(Cl)c2cccnc12 | ? | -15.8% | -12.3%
COc1ccc(N2CCN(C(CNC(=O)C(=O)NCCC3=CCCCC3)c3ccco3)CC2)cc1 (stereo unspecified) | ? | 6.6% | ?
Cn1c(SCC(=O)NC2CCCC2)nnc1-c1ccco1 | 18.1% | -5.0% | -2.4%
C=CCn1c(SCC(=O)N(CCC)C2CCS(=O)(=O)C2)nnc1-c1ccccc1OC (stereo unspecified) | -5.6% | -5.6% | -14.2%
O=[N+]([O-])c1ccc(OCCCCN2CCCCC2)cc1 | -0.6% | -12.4% | -0.8%
COc1ccc(S(=O)(=O)N2CCN(CC(=O)Nc3cc(OC)cc(OC)c3)CC2)cc1 | ? | 27.1% | ?
COc1ccc(C(=O)C2CCCN(C(=O)C3=CCCC3)C2)cc1OC (stereo unspecified) | -3.0% | -0.3% | 0.5%
CCc1oc2ccccc2c1C(=O)c1cc(Br)c(O)c(Br)c1 | ? | ? | ?
O=c1cc(C2CCCCC2)[nH]c(=O)[nH]1 | -0.9% | / | 5.5%
Cc1ccc2nc(SCC(=O)Nc3cccc(S(=O)(=O)NC4=NCCCCC4)c3)[nH]c2c1 | ? | -1.5% | ?
COc1cccc(N2CC(C(=O)Nc3ccc(F)cc3)CC2=O)c1 (stereo unspecified) | -10.8% | 0.4% | 0.3%
O=C(CC1C[C@H](C(=O)N2CCCCC2)[C@@]2(CCc3ccccc3)c3[nH]c4ccccc4c3CCN2C1=O)NCCC1=CCCCC1 (stereo partly specified) | ? | -2.6% | ?
COc1ccc(-c2cc(C(=O)O)[nH]n2)cc1OC | -8.5% | 0.8% | 0.9%
COc1ccc(S(=O)(=O)N2CCCCCC2)cc1NC(=O)Cc1n[nH]c(=O)c2ccccc12 | 7.6% | -4.4% | -8.2%
Cn1nc(-c2ccccc2F)c2cc(C(=O)Nc3ccc4c(c3)OCCO4)sc21 | ? | -24.4% | 20.6µM*
O=C(COC(=O)Cc1ccc(S(=O)(=O)N2CCOCC2)s1)Nc1ccc([N+](=O)[O-])cc1 | -1.1% | -5.3% | -12.2%
COc1cc(C)ccc1OCc1cc(C(=O)N2C[C@H]3CC[C@H]2C3)no1 | -3.4% | -0.6% | 10.4%
COc1ccccc1N1CCN(C(=O)CCC(=O)N2CCN(c3ccc(F)cc3)CC2)CC1 | -29.6% | -3.2% | ?
Cn1cc(CN2CCN(Cc3ccc4c(c3)OCO4)CC2)c(-c2ccccc2F)n1 | ? | -0.8% | ?
CCn1ccnc1CNC(=O)c1cc(COc2ccc(F)cc2F)on1 | 1.1% | -3.7% | 3.8%
CCOc1c(O)ccc(C2NC(=O)NC(C)=C2C(=O)OC)c1[N+](=O)[O-] (stereo unspecified) | 0.6% | -9.6% | -10.0%

A draw from above in order of formula weight, ascending:
SMILES | TDP1 cell CPT | KAT2A inh | TDP1 cell noCPT
COc1cc(C)ccc1OCc1cc(C(=O)N2C[C@H]3CC[C@H]2C3)no1 | -3.4% | -0.6% | 10.4%
O=C(COC(=O)Cc1ccc(S(=O)(=O)N2CCOCC2)s1)Nc1ccc([N+](=O)[O-])cc1 | -1.1% | -5.3% | -12.2%
COc1ccc(S(=O)(=O)N2CCCCCC2)cc1NC(=O)Cc1n[nH]c(=O)c2ccccc12 | 7.6% | -4.4% | -8.2%

New compounds follow:
SMILES | TDP1 cell CPT | KAT2A inh | TDP1 cell noCPT
Cc1ccc(Cl)cc1NC(=O)Cn1c(=O)n(Cc2ccccc2)c(=O)c2oc3ccccc3c21 | ? | 2.9% | ?
COc1ccc(NC(=O)N2CC[C@@]3(CCCN(C(=O)c4c(C)noc4C)C3)C2)cc1 | -9.4% | 4.7% | -11.7%
CCn1c(SCC(=O)NNC(=O)c2ccc(OC)cc2)nnc1C1CC1 | -8.9% | -2.9% | -26.0%
COC(=O)c1sc(NC(=S)NC(=O)c2cccc(C)c2)nc1C | -9.7% | -4.0% | -13.4%
Cc1ccc(C(=O)COC(=O)CNC(=O)c2cccs2)cc1C | -3.9% | -5.9% | -2.2%
O=C(CSc1nnc(-c2ccccn2)o1)Nc1cccc(Cl)c1 | -8.4% | 2.0% | -22.1%
O=C(NCCc1ccccc1)/C(=C\c1ccc([N+](=O)[O-])cc1)NC(=O)c1ccco1 | ? | -8.5% | ?
O=C1OCCN/C1=C\C(=O)c1ccc(Cl)cc1 | 3.1% | 3.0% | -14.7%
COc1ccccc1C(CNC(=O)c1ccc(OCc2c(C)noc2C)cc1)N1CCCC1 (stereo unspecified) | ? | -1.6% | -16.0%
CC(=O)N1CCc2c(sc(NC(=O)CCS(=O)(=O)c3ccc(C)cc3)c2C(N)=O)C1 | ? | -1.8% | -30.7%
COc1cc2ccc(C(C)=NNC(N)=S)cc2cc1OC | ? | / | 14.6µM*
CN(C)CCN1C(=O)c2oc3ccc(Cl)cc3c(=O)c2C1c1cccc(Br)c1 (stereo unspecified) | ? | 3.1% | -17.9%
COc1cc(C)ccc1OCCOc1c(C)cccc1Cl | -11.5% | -4.9% | -19.4%
COc1ccc(S(=O)(=O)N2CCCCC2)cc1NC(=O)C1COc2ccccc2O1 (stereo unspecified) | 23.1µM* | -8.5% | 23.1µM*
COc1ccccc1CNC(=O)C(=O)NCC1OCCN1C(=O)c1cccs1 (stereo unspecified) | 9.9% | -2.1% | -20.4%
CCOc1ccccc1NC(=O)CN1CCN(C(=O)C2CCCO2)CC1 (stereo unspecified) | 5.3% | -25.9% | -10.5%
Cc1ccc(-n2c(SCC(=O)NNC(=S)Nc3ccccc3)nc3ccccc3c2=O)cc1 | ? | 0.5% | ?
C/C(=N\NC(=O)C(N)=O)c1ccc(O)cc1O | ? | -6.7% | ?
NC(=O)c1cc([N+](=O)[O-])ccc1NCc1cccc([N+](=O)[O-])c1 | -5.3% | 0.0% | -20.4%
COc1ccc(C2CC(=O)c3c(O)cc(OC4OC(COC5OC(C)C(O)C(O)C5O)C(O)C(O)C4O)cc3O2)cc1O (stereo unspecified) | 20.6% | / | 0.4%
Cn1nnnc1SCCCNCc1ccc(-c2ccc(Br)cc2)o1 | 20.6µM* | -12.1% | ?
O=C1NC(=O)/C(=C\c2ccc(Br)o2)S1 | -0.1% | -3.9% | -25.5%
C(=N\c1nc2ccccc2n1CCN1CCCCC1)/c1ccc2c(c1)OCO2 | -18.2% | -1.1% | -13.6%
COc1ccc(-c2cc(-c3ccc(OC)cc3)[nH]n2)cc1 | ? | -3.2% | ?
COc1cccc(N2CCN(C(=O)Cn3ncc4c5ccccc5n(C)c4c3=O)CC2)c1 | -4.7% | -6.3% | -16.6%
CCOC(=O)c1cc2c(=O)n3ccccc3nc2n(CCCOC)c1=NC(=O)c1ccncc1 | -4.0% | -13.4% | -29.8%
O=C(NC1CCCC1)c1nc2c(nnn2Cc2cccc(Cl)c2)c(=O)[nH]1 | -25.2% | -5.9% | ?
CCOC(=O)C1CCN(S(=O)(=O)CCNC(=O)c2ccc3c(c2)OCO3)CC1 | -11.3% | -1.8% | 6.3%
Oc1cccc(-c2ccc3nccn3c2)c1 | ? | / | ?
CC(C)C[C@@H](CN=[N+]=[N-])N1CCN(CCc2ccccc2)CCC1=O | ? | / | 12.6µM*
O=C(Nc1ccc(F)cc1)c1ccccc1 | -14.8% | -3.9% | ?
Cc1ccc(-c2nnc(N)s2)cc1 | -0.5% | -4.7% | -2.0%
CC(=O)Nc1ccc(NC(=O)COC(=O)COc2ccc3ccccc3c2)cc1 | 1.5% | 2.4% | 2.1%
CN(Cc1ccccc1)C(=O)COC(=O)c1cc(-c2ccc(Cl)s2)nc2ccccc12 | -12.1% | 0.0% | -10.1%
CCOC(=O)[C@]12CCCC=C1N(Cc1ccco1)C(=O)[C@H](CC(=O)NCCCOC)C2 | 8.5% | / | -9.0%
Cc1ccc2[nH]c3c(c2c1)CC/C(=C/c1ccccc1)C3=O | ? | -6.0% | ?

Bioassay records from PubChem BioAssay.
